Bioassay records deposited in PubChem BioAssay by National Center for Advancing Translational Sciences (NCATS).
RORgamma inh: qHTS for inhibitors of ROR gamma transcriptional activity; Nuclear receptor ROR-gamma (Mus musculus), P51450; Drosophila S2 Gal4-RORgamma UAS-luciferase reporter, 20 h; Potency, µM (titrated, usually from 53.6 µM), for the others: at the top dose activity change, negative = inhibition, actives largely listed as inhibitors; actives 5.4% (n = 310,000); AID 2551, 2010; also: potency is read from the fitted curve at half-maximal effect; % is scaled to controls: 0 for no effect and ±100 for the full control effect; nearly all actives have a fitted effect of over 60% in size
Target sequence (P51450 whole entry, looked up, the tested form may be a part): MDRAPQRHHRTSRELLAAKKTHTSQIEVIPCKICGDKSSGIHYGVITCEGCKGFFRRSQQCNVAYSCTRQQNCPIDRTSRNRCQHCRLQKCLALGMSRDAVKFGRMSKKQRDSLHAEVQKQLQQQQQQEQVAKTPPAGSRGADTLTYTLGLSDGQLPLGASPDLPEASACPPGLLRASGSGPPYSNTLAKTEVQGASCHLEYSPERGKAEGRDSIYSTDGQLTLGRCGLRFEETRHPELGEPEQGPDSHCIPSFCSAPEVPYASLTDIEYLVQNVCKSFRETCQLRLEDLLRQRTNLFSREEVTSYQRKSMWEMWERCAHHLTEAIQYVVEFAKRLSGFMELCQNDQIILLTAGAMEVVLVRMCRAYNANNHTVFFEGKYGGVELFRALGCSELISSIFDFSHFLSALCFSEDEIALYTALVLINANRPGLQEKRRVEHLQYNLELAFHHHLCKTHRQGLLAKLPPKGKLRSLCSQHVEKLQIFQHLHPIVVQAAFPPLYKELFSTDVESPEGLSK
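Drosophila Schneider cells stably carrying a metallothionein-driven Gal4 DBD–ROR gamma fusion and a UAS-Photinus luciferase reporter were exposed to compound for 1 hr, then induced with copper sulfate (700 uM final) for 20 hr at ambient temperature before luminescence reading.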
Giardia kill: Small Molecules that selectively kill Giardia lamblia: qHTS | activity change, % at 7.66 µM, hits read low | actives 0.15% (n = 340,000) | Giardia lamblia trophozoite viability | AID 540267, 2011; in the data active = activity change below about -80%; inconclusive = between about -30% and that limit;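 also: parasites exposed to compound for two days anaerobically before the ATP read; % is scaled to controls: 0 for no effect and ±100 for the full control effect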
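Giardia trophozoites, 100 cells per well, were exposed to compounds for 48 hrs at 37 deg C under anaerobic conditions; viability was then read as ATP content by bioluminescence after 15-30 min at room temperature.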
Coupling enz: qHTS Assay for Inhibitors of Fructose-1,6-bisphosphate Aldolase from Giardia Lamblia: Coupling assay counterscreen; coupling enzyme system counterscreen, AmpLite Red fluorescence; activity change, negative = inhibition, % at 58.2 µM, hits read low; actives 0.67% (n = 290,000); AID 2472, 2010; in the data active = activity change below about -30%; also: % is scaled to controls: 0 for no effect and ±100 for the full control effect
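Fluorescence at 525 nm excitation and 598 nm emission measured inhibition of the coupled detection system without aldolase. Compounds (at 57.5 uM final) were preincubated 10 min at room temperature with coupling enzyme reagent before a 20 min substrate/AmpLite Red step.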
ELG1 genotox: qHTS screen for small molecules that induce genotoxicity in human embryonic kidney (HEK293T) cells expressing luciferase-tagged ELG1; HEK293T ELG1-luciferase reporter, luminescence, 16 h; Potency, µM (titrated, usually from 46 µM), for the others: at the highest dose activity change, positive = activation, usual class: activators; actives 1.3% (n = 330,000); AID 504466, 2011; also: potency is read from the fitted curve at half-maximal effect; % of control where 0% means no effect; nearly all actives have a fitted effect of over 60% in size
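Reporter readout depends on ELG1 protein level, which increases with genetic stress. After 16 hr compound exposure at 37 °C, luciferase activity was quantified using ONE-Glo.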
NPC1 prom act: qHTS Assay for NPC1 Promoter Activators; Huh7 NPC1 promoter luciferase reporter, 24 h; Potency, µM (top dose mostly 9.22 µM), without a hit: at the highest dose activation, hits mostly activators; actives 2.4% (n = 320,000);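 also: potency is read from the fitted curve at half-maximal effect; % of control where 0% means no effect; nearly all actives have a fitted effect of over 60% in size; reporter is driven by a mutant NPC1 promoter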
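Luminescence read-out of NPC1 promoter-driven luciferase in stably transfected Huh7 cells; compounds delivered in DMSO and left 24 h at 37C, 5% CO2, qHTS titration format.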
KCNH2 3.1 block: qHTS for Inhibitors of KCHN2 3.1: Mutant qHTS. U2OS KCNH2 3.1, thallium flux FluxOr; active compounds read low. AID 720553, 2013. activity change, % (tested at about 1.8 µM). Potassium voltage-gated channel subfamily H member 2, brain isoform KCNH2 3.1 (human). actives 0.95% (n = 340,000);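 active = maximum activity change below -70%; inconclusive = maximum activity change from -70% to -50%; inactive = maximum activity change above -50%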;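 also: thallium influx rate constant from kinetic fluorescence after stimulation buffer; % is scaled to controls: 0 for no effect and ±100 for the full control effect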
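Kinetic fluorescence (2 min after stimulation buffer) measures Tl+ influx through KCNH2 3.1 expressed by viral transduction in U2OS cells; the rate constant is normalized against DMSO controls serving as positive and negative references.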
FLuc counter: qHTS profiling assay for firefly luciferase inhibitor/activator using purifed enzyme and Km concentrations of substrates (counterscreen for miR-21 project) | purified FLuc, Km substrates, luminescence inhibition | Potency, µM (highest dose often 57.5 µM), inactives show top-dose activity change, negative = inhibition, hits mostly inhibitors | actives 6.9% (n = 360,000) | AID 588342, 2011;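 also: potency is read from the fitted curve at half-maximal effect; plate controls were vehicle for no effect and reference inhibitor for full effect; nearly all actives have a fitted effect of over 55% in size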
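Purified P. pyralis luciferase, 10 nM final, with Km-level 10 uM D-luciferin and 10 uM ATP in 50 mM Tris acetate pH 7.5, 10 mM Mg acetate, 0.01% Tween-20, 0.05% BSA; 6-point qHTS titration about 60 µM downward; luminescence read.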
Rab9 prom act: qHTS Assay for Rab9 Promoter Activators; actives 2.8% (n = 320,000); AID 485297, 2010; Potency, µM (series often up to 9.22 µM), for the others: at the highest dose activation, negative = inhibition, most hits filed as activators; Huh7 Rab9 promoter-luciferase reporter, luminescence, 24 h; also: potency is read from the fitted curve at half-maximal effect; % of control where 0% means no effect; nearly all actives have a fitted effect of over 60% in size
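Quantitative HTS format; Huh7 Rab9-luciferase reporter cells (1500/well) receive compound 2 h post-plating, incubate 24 h at 37 °C, then get luciferase reagent for 10 min before luminescence reading.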
uPA generation: qHTS for Inhibitors of Cell Surface uPA Generation; actives 0.31% (n = 330,000); cell surface uPA generation assay, qHTS; Potency, µM (series often up to 38.3 µM), without a hit: top-dose activity change, negative = inhibition, most hits filed as inhibitors; active = well fitted inhibition curve with a large enough effect; inconclusive = small, poorly fitted or top-dose-only effect; inactive = no such curve, though single readings can be large or run the other way; tested in mouse RAW 264.7 cells; also: potency is read from the fitted curve at half-maximal effect; % is scaled to controls: 0 for no effect and ±100 for the full control effect; nearly all actives have a fitted effect of over 55% in size
Tb PFK block: qHTS Assay to Find Inhibitors of T. brucei phosphofructokinase; Potency, µM (titrated, usually from 57.5 µM), for the others: top-dose activity, negative = inhibition, most hits filed as inhibitors; AID 485367, 2010; ATP-dependent 6-phosphofructokinase (Trypanosoma brucei brucei), O15648; actives 0.17% (n = 330,000); T. brucei PFK, ADP-Glo luminescence;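 also: potency is read from the fitted curve at half-maximal effect; 0% = uninhibited 1x PFK enzyme wells and -100% = no-enzyme wells; nearly all actives have a fitted effect of over 60% in size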
Target sequence (O15648 whole entry, looked up): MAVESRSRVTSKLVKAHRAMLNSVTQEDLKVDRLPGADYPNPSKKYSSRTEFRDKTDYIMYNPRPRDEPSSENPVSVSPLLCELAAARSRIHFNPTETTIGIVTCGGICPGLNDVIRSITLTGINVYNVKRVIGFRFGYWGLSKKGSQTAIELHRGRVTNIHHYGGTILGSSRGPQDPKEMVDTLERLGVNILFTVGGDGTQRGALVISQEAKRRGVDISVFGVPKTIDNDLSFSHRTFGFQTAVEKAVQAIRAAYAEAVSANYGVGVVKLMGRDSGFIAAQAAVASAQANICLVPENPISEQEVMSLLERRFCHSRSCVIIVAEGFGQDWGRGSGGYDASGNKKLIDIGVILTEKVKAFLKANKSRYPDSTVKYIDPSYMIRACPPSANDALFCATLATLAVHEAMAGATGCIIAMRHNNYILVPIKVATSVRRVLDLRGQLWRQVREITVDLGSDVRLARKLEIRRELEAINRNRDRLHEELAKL
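In TEA buffer at pH 8.0 with 5 mM MgCl2, enzyme (1.25 nM) converted F6P (0.5 mM) and ATP (0.1 mM) for 45 min at room temperature. ADP product was read by luciferase luminescence.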
Gal4-VP16 FLuc: VP16 counterscreen qHTS for inhibitors of ROR gamma transcriptional activity; Potency, µM (doses to about 53.6 µM), for the others: at the highest dose activity, negative = inhibition, usual class: inhibitors; Drosophila S2 Gal4-VP16 UAS-luciferase, luminescence, 20 h; actives 3.5% (n = 310,000);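 also: Gal4-VP16 expression switched on by copper sulfate through the metallothionein promoter; potency is read from the fitted curve at half-maximal effect; % is scaled to controls: 0 for no effect and ±100 for the full control effect; nearly all actives have a fitted effect of over 50% in size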
Numbers without * were called inactive; ? = inconclusive; . = no result given; & = joins results of further samples; [ ] = remark or other dose. Unless noted, calls follow the shape of the dose curve; as a rule, active = well fitted curve in the direction sought with a large enough effect; inconclusive = small, poorly fitted or top-dose-only effect, or another doubt; inactive = no such curve, though single readings can be large; an effect the other way counts as inactive or inconclusive. Hits appear at their usual frequency; about 14% have a hit in one of these screens.

Values run as follows: RORgamma inh, Giardia kill, Coupling enz, ELG1 genotox, NPC1 prom act, KCNH2 3.1 block, FLuc counter, Rab9 prom act, uPA generation, Tb PFK block, Gal4-VP16 FLuc
- O=C(NCC1CCCO1)C(c1cccs1)N(C(=O)c1ccc(CN2CCOCC2)o1)c1ccc(Cl)cc1 (stereo not given)
  21%, 2, 1, 0%, 1%, 1, -2%, 2%, 3%, -18%, -6%
- CON(C)C(=O)/C=C/CCCCNC(=O)OC(C)(C)C
  ., 30[activator], ., 3%, ., -2, ., ., 15%, 1%, .
- COC(=O)CNC(=O)C1CCN(C(=O)OCc2ccccc2)CC1
  -22%, -6, 5, 0%, 0%, 12, 1%, -2%, 5%, -8%, 12%
- Fc1ccc(-c2nc(-c3cnccn3)no2)c(Cl)c1
  ?, -7, 0, ?, 0.45µM*, 4, 2.4µM*, 0.32µM*, -4%, 1%, ?
- COc1ccc(NC(=O)CSc2cn[nH]n2)cc1OC
  -13%, 50[activator], -2, 4%, 3%, 2, 0%, 3%, 2%, 1%, 1%
- CC1=C(C(=O)OCc2ccccc2)C(c2cccc(Cl)c2Cl)NC(=O)N1CCCCCC(=O)O (stereo not given)
  1%, -6, 4, 5%, 4%, 3, 0%, 0%, -10%, 2%, -3%
- Cc1ccc(C)c(/C(O)=C2/C(=O)C(=O)N(CCN3CCOCC3)C2c2ccco2)c1 (stereo not given)
  -4%, 2, 8, -1%, -5%, -16, 2%, 0%, 5%, ?, -7%
- COc1ccc(/C=C2\CCCC3C2=NN(C(=O)c2scnc2C)C3c2ccc(OC)c(OC)c2)cc1OC (stereo not given)
  20%, 4, -4, 11%, 4%, -2, -4%, 11%, ., -2%, 0%
- CC(C)(C)c1ccc(OCC(=O)N/N=C/C2CC=CCC2)cc1 (stereo not given)
  ?, 3, 5, -1%, 12%, -12, -17%, -4%, -3%, -8%, 1%
- CN(C(=O)c1ccc2c(c1)S(=O)(=O)N=C1CCCCCN12)c1ccccc1
  ., 13, ., -7%, 0%, 10, 2%, -2%, -4%, -10%, .
- Cc1c(C(=O)N2CCc3ccccc3C2)oc2ccccc12
  2%, -1, ., 15%, ?, -8, 24µM*, 22%, -14%, 1%, -2%
- COC(=O)[C@]1(C)CCC[C@@]2(C)C3CC[C@]4(OC(C)=O)C[C@@]3(CCC21)CC4=O (stereo not given in full)
  ., -6, ., -12%, 0%, ., 3%, -3%, 6%, -2%, .
- CN(C)CCNC(=O)c1cc2c(s1)-c1ccccc1OC2
  -5%, 11, 4, 23µM*, 17%, 11, 19µM*, 18%, -15%, 2%, 6%
- CCOc1ccccc1NC(=O)CCn1nc(C)c(S(=O)(=O)N2CCCCC2)c1C
  3%, 8, 4, -5%, 0%, 34, 2%&-7%, -4%, 3%, -1%, -9%
- O=C(O)c1cccc(Nc2ncnc3sccc23)c1
  -8%, -12, -5, -1%, 28%, -9, 7.6µM*, 15%, -1%, -3%, -25%
- O=C(CCn1c(=O)oc2ccccc21)Nc1cccc([N+](=O)[O-])c1
  -4%, -12, ., 0%, -1%, -12, 5%, 2%, -1%, -1%, 4%
- CCc1ccc(S(=O)(=O)/N=C2\C=C(Nc3ccc(O)cc3)C(=O)c3ccccc32)cc1
  10µM*, -19, -35*, -28%, -41%[inhibitor], -6, ?, -48%[inhibitor], -3%, -10%, 11µM*
- COc1cccc(CNC(=O)CCC2CCCN(C(=O)c3ccc(OC)c(F)c3)C2)c1 (stereo not given)
  43%, -13, -1, -2%, -1%, 4, -7%, -2%, -22%, -1%, -1%
- Cc1ccc(S(=O)(=O)N2CCCC2)cc1C(=O)NCC(C)(C)N1CCOCC1
  ., 3, ., 0%, 6%, 7, ., -5%, -1%, 12%, .
- CCCCOc1ccc(Cl)cc1CSc1nncn1N
  4%[0.365 µM], 0, 3, 13%, -3%, -1, 6%, -5%, ., -7%, .
- NCCNc1ccc([N+](=O)[O-])c(Sc2nc3ccccc3[nH]2)c1
  -6%, -6, 3, -7%, -5%, -11, 5%, -3%, -4%, ?, -13%
- COc1ccc(CNCCC(c2ccccc2)C2CCOC(C)(C)C2)cc1 (stereo not given)
  2%, -2, 1, -9%, -3%, -29, 1%, 0%, -4%, -2%, 4%
- Cc1ccc2c(c1)/C(=N/OC(=O)c1ccc(F)cc1)CCS2
  -1%, 5, -1, -3%, -2%, 2, 6µM*, 2%, ., 0%, -7%
- O=[N+]([O-])c1cccc2ncccc12
  24%, 9, 0, 0%, 6%, ?, -1%, -1%, 0%, 0%, 21%
- CCN1C(=O)[C@H]2[C@@H](c3ccc(C)cc3)N3C(=O)N(c4cccc(F)c4)C(=O)[C@@]3(C)[C@H]2C1=O
  26%, -27, 0, 0%, 1%, -33, 0%, -6%, 9%, -2%, 12%
- CCCCCCn1c(CN2CCCCC2C)nc2c1c(=O)n(C)c(=O)n2C (stereo not given)
  38%, 5, 0, -3%, -5%, -5, 3%, -5%, -3%, 2%, 5%
- COc1ccc(S(=O)(=O)N(C)c2ccc(C(=O)Nc3cccnc3)cc2)cc1OC
  36%, 5, ., -15%, 2%, ., -3%, -1%, -5%, -5%, 1%
- CCc1ccc(Nc2n[n+](C)c(-c3ccncc3)s2)cc1
  -30%, 0, 0, 1%, 1%, -13, -10%, -2%, 13%, 3%, 8%
- O=C(NCc1nc2ccccc2[nH]1)c1cccs1
  26%, -4, 5, ?, 3%, 2, -10%, 15%, -8%, 0%, ?
- Cc1c(Cl)cccc1NC(=O)CC1SC(=NCC2CCCO2)NC1=O (stereo not given)
  22%, 3, -3, 0%, -1%, -21, 3%, -8%, -1%, 0%, -1%
- Cc1[nH]n(-c2ccc([N+](=O)[O-])cc2)c(=O)c1C=NCCc1c(C)[nH]c2ccccc12
  17%, 22, 0, -11%, -4%, -16, -1%, 1%, -7%, -10%, 1%
- O=C(/C=C/c1cc([N+](=O)[O-])ccc1OC(F)F)Nc1cccc2ccccc12
  20%, 1, 1, -1%, -2%, 11, 0%, ?, -1%, 0%, -9%
- Cc1ccc(NC(=O)COC(=O)Cc2c[nH]c3ccccc23)cc1C
  ., -2, ., 2%, -1%, 11, ., 3%, -3%, -2%, .
- O=C(NCc1ccccc1)C(c1ccccc1)N(C(=O)c1csnn1)C1CCCC1 (stereo not given)
  -6%, -11, -1, -7%, -4%, 12, 2%, -3%, 12%, -4%, 3%
- CCCN(CC(=O)Nc1cc(Cl)ccc1Cl)C(=O)CN1C(=O)C2CCCCC2C1=O (stereo not given)
  ?, -5, ., -9%, 0%, 15, -1%, -5%, 13%, 0%, ?
- CNc1n[nH]c(=S)s1
  -15%, -2, -2, -3%, -6%, -1, -3%, -11%, 2%, -1%, -1%
- O=C(O)c1ccccc1/C=N/Nc1ccc(S(=O)(=O)N2CCOCC2)cc1[N+](=O)[O-]
  34%, 11, 1, -2%, -3%, 2, -11%, 0%, 14%, 11%, 10%
- Cc1onc(-c2ccccc2)c1C(=O)NC(=S)NNC(=O)c1cc(-c2ccc(F)cc2)n[nH]1
  ?, 2, 10, -9%, 1%, 2, 15µM*, -2%, 3%, 1%, -25%
- C/C(=N\O)c1ccc2c3ccccc3n(C)c2c1
  -16%, 8, 2, ?, ?, -5, 19µM*, ?, -4%, -2%, -4%
- Cc1cc(OCCCCn2ccnc2)cc(C)c1Cl
  13µM*, 1, 3, -1%, -1%, 8, 3%, 2%, 7%, -3%, -24%
- CC1CC(=O)Nc2ccccc2N1C(=O)CSc1nnnn1C (stereo not given)
  ., 1, ., 3%, ., 13, ., ., 2%, 0%, .
- CCOC(=O)N1CCN(C(=O)c2ccc3nc(N4CCCCC4)sc3c2)CC1
  27%, -20, -2, -1%, 21%, 14, -15%, 14%, -8%, -1%, -6%
- Nc1nc(-c2ccccc2)c(-c2ccccc2)o1
  -16%, -20, -1, -2%, -3%, 2, 5%, -2%, -1%, 3%, -6%
- C/C(=N/Nc1ccccc1[N+](=O)[O-])c1ccc(C)c([N+](=O)[O-])c1
  -34%, 8, 1, 9%, 3.2µM*, -1, -1%, ?, -2%, -11%, 5%
